Source: PubChem BioAssay (several laboratories)
TcdB GH inh – inhibitors of Clostridioides difficile toxin B glycohydrolase. TcdB glycohydrolase enzymatic assay, plate reader. inhibition, % at 9.99 µM. 350,000 compounds, 0.24% hits. AID 652162; in the data active means inhibition above about 10%
CCHF vOTU inh – CCHFV vOTU protease inhibition; AID 651958; Pep-AMC fluorescence; inhibition, % at 11.5 µM; 370,000 compounds, 0.55% hits; in the data active means inhibition above about 30%; further: 0% = vehicle wells with enzyme and 100% = no enzyme wells
Vc quorum ag – induces V. cholerae light production without autoinducers; V. cholerae BH1578 lux reporter, luminescence, 6 h; activation, % at 18.7 µM; 350,000 compounds, 0.16% hits; AID 588436; in the data active means activation mostly above about 9.7%, no sharp cut-off; inconclusive means no clear call, values can overlap the other calls; inactive means mostly below about 3.7%; further: not every result past the cut was called active; inactives centre near 0; reference of the scale not given here
PfHsp40 rescue – restores yeast growth despite PfHsp40 toxicity; growth rescue, % at 12.5 µM; AID 504582; S. cerevisiae expressing PfHsp40, growth rescue, ATP luminescence; 340,000 compounds, 0.68% hits; in the data active means growth rescue above about 28%, passing the limit was not always enough; inconclusive means no clear call, values can overlap the other calls;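 further: yeast W303a lacking pdr1 and pdr3 grown in galactose medium; growth measured after three days at 30 °C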
BoNT A protease – blocks Botulinum neurotoxin A light chain protease; multiplex microsphere protease substrate cleavage, flow cytometry; inhibition, % at 10 µM; 360,000 compounds, 0.17% hits; further: plate controls were buffer without enzyme for full effect and enzyme alone for no effect
3CLpro inhibitor – SARS-CoV 3CLpro protease inhibition | P0C6X7 | recombinant SARS-CoV 3CLpro, quenched FRET peptide cleavage | inhibition, % at 6 µM | 290,000 compounds, 0.14% hits | AID 1706; in the data active means inhibition above about 12%
VHR inh abs – blocks human VHR1 dual specificity phosphatase; inhibition, % at 13.3 µM; AID 1654; 290,000 compounds, 0.52% hits; P51452; recombinant VHR phosphatase, pNPP absorbance; in the data active means inhibition above about 50%; further: some compounds called inactive have numbers as strong as hits
Target sequence (P51452 whole entry, looked up): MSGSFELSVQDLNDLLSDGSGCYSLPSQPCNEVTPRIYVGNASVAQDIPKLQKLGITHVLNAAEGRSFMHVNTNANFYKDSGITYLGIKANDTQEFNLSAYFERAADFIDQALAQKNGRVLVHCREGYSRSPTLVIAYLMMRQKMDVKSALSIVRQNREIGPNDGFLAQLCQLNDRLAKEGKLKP
Anthrax LF prot – inhibitors of Bacillus anthracis lethal factor protease; multiplex microsphere protease cleavage assay, LF; AID 588501; inhibition, % at 10 µM; 360,000 compounds, 0.12% hits; P15917; further: plate controls were buffer without enzyme for full effect and enzyme alone for no effect
Target sequence (P15917 whole entry, looked up): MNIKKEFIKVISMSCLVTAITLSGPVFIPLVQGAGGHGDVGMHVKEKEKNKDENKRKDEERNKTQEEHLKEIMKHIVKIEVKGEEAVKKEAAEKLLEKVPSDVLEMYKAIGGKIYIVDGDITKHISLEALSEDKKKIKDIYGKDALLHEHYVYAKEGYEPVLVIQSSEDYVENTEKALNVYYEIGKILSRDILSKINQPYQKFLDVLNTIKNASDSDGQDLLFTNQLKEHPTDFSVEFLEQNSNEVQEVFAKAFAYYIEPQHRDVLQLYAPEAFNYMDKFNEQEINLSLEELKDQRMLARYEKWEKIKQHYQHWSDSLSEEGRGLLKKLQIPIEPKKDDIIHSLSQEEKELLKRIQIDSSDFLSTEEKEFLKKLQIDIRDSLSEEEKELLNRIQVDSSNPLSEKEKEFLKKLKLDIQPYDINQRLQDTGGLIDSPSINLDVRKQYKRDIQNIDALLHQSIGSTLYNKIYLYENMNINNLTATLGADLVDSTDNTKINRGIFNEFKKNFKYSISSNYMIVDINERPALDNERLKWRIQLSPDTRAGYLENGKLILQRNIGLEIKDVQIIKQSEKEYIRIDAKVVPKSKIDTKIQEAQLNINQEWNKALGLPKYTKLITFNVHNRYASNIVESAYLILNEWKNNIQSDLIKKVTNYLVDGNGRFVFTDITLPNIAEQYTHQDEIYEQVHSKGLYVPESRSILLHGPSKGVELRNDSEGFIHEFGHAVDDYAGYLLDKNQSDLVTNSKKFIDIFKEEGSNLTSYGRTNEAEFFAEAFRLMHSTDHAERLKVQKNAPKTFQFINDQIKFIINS
Y pestis TopoI – inhibitors of Yersinia pestis topoisomerase I; Y. pestis Topo-I cleavage product accumulation, plate reader; activity, % at 10 µM; 360,000 compounds, 0.064% hits; AID 504884; in the data active means activity above about 50%, passing the limit was not always enough; inconclusive means no clear call, values can overlap the other calls; further: inactives centre near 2
SSB-PriA inh – blocks PriA binding to SSB C-terminal tail. 430,000 compounds, 0.6% hits. inhibition, % at 33 µM. AlphaScreen SSBct-PriA binding, biotinylated peptide; in the data active means inhibition mostly above about 37%, no sharp cut-off; inactive means mostly below about 20%;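 further: plate controls were negative control peptide for no effect and reference peptide for full effect; strong numbers were not always called active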
Active calls of the source: *; i = inactive; ? = inconclusive; . = no result given; & = joins results of further samples. Unless noted, no stated cut-off is given here; in the data, active means inhibition above about 30%; inconclusive means no clear call, values can overlap the other calls; inactive means below that. A portion of the library; rates above refer to the full screens.

SMILES	TcdB GH inh	CCHF vOTU inh	Vc quorum ag	PfHsp40 rescue	BoNT A protease	3CLpro inhibitor	VHR inh abs	Anthrax LF prot	Y pestis TopoI	SSB-PriA inh
CNC(=O)CSCc1c(F)cccc1Cl	.	-6	-0.7	-0.1	-0.9	3	0	0	-5	-11
COc1cccc(NC(=O)CN(C)C(=O)CCNC(=O)c2ccc(Br)cc2)c1	3.1	-4	-0.7	-0.2	0.7	.	.	0	5	-7
CCOc1ccccc1C(=O)N[C@H](C(=O)Nc1cc(S(=O)(=O)N(C)C)ccc1OC)C(C)C	0.6	-7	3.1	-0.7	-0.1	8	9	0	1	-15
Cc1ccc(S(=O)(=O)Nc2c(O)c3ccccc3oc2=O)cc1C	1.5	2	-0.2	-1.4	-2.9	4	26	11	7	-5
CCc1c(O)nc(SCC(=O)Nc2nc3ccccc3s2)n(C2CCCCC2)c1=O	0.9	-2	i	-0.2	-7.3	8	10	-8	-3	0
COc1ccc(NC(=O)COC(=O)c2ccccc2SCC(=O)N2CCCC2)cc1	3.1	-5	0.7	0.6	1.0	.	.	3	21	-17
Cc1ccc(S(=O)(=O)Nc2ccccc2C(=O)N2CCCCCC2)cc1	1.8	5	-2.1	0.7	-3.3	-1	19	-6	6	-1
Cc1csc(NC(=O)CCCC(=O)O)c1-c1nc2ccccc2s1	0.1	8	-0.7	0.9	-0.6	1	62	2	14	9
Cc1cccc(OCc2nnc(SCC(=O)N3CCCC3)o2)c1	0.0	7	-0.4	0.4	1.2	2	14	-4	7	-11
COc1ccc(C(=O)NCC(=O)N/N=C/c2ccc([N+](=O)[O-])o2)cc1OC	0.4	0	-0.3	0.2	0.3	-5	-8	15	1	i
Cc1cc(Cl)c(S(=O)(=O)N2CCSCC2)cc1OCC(=O)NC1CCCCC1	.	1	-0.2	0.9	-0.1	4	-12	-16	20	-1
Nc1ncnc2c1ncn2[C@@H]1O[C@H](CNCc2ccccc2)[C@@H](O)[C@H]1O	.	.	1.4	0.0	-0.1	.	.	3	0	-9
CNC(=S)N1N=C(c2ccc(C)cc2)CC1c1cc(OC)ccc1OC (stereo unspecified)	0.1	-13	-0.2	1.1	0.1	7	33	1	-1	2&23
NC(=O)c1cc(S(=O)(=O)N2CCOCC2)ccc1Sc1ccccc1N	2.2	6	-1.2	0.0	-2.0	.	.	-4	-9	-14
COc1ccc(Cc2c(O)nc(SCC(C)C)[nH]c2=O)cc1	0.4	9	-4.7	-1.3	0.2	-2	-10	4	-7	-14
CCO[C@H]1OC(C(=O)NCc2ccccc2)=C[C@@H](c2ccccc2)[C@@H]1CCCO	-1.8	-1	0.6	1.1	0.4	3	12	4	3	-5
CCc1nnc(NC(=O)CCC(=O)N2CCN(Cc3ccc(OC)c(F)c3)CC2)s1	2.8	-2	-0.2	-1.8	-2.0	3	17	-4	17	-4
CC1Sc2ccccc2N(CC(=O)N(C(C)C)C(C)C)C1=O (stereo unspecified)	.	4	i	0.9	0.4	5	30	0	4	-18
O=C(COc1ccc(C(=O)c2ccc(F)cc2)cc1)Nc1cccc(S(=O)(=O)N2CCOCC2)c1	1.9	1	.	0.6	-0.9	.	.	-13	18	-7
N#CC1=C(N)OC2=C(C(=O)CCC2)C12CCC1(CC2)OCCO1	.	-8	i	1.2	-0.3	-1	24	-5	-2	-10
CCOC(=O)N1CCN(S(=O)(=O)c2ccc(C(=O)Nc3sc4c(c3C#N)CCC4)cc2)CC1	1.1	-3	-3.3	-0.2	0.0	-5	18	-3	3	-2
COc1ccccc1N1CC(C(=O)OCC(=O)c2ccc(F)cc2)CC1=O (stereo unspecified)	.	8	-5.6	-0.1	-0.2	1	-12	-6	-5	-6
CC1CC(C)CN(CCCNC(=O)Cc2c(C(=O)O)n(C)c3ccccc23)C1 (stereo unspecified)	-1.1	-18	i	-0.7	-1.3	2	-2	1	8	0
C/C(=N/NC(=O)CNc1ccc(Cl)cc1C)c1ccc(C)cc1	0.6	2	1.9	2.2	-0.9	4	8	-2	3	.
CCOc1ccc(S(=O)(=O)N2CCN(C(=O)c3cc4ccccc4o3)CC2)cc1	-0.8	2	-0.6	2.8	.	.	.	.	-4	4
CC(C)Oc1ccc(C2C(C#N)=C(N)Oc3c2oc(CO)cc3=O)cc1 (stereo unspecified)	-0.7	0	i	0.5	-1.1	0	14	-3	5	-5
CC(=O)Nc1cccc(/C(C)=N/NC(=O)c2cc(-c3ccncc3)nc3ccccc23)c1	-0.4	18	-0.4	-2.3	-0.7	1	9	-4	12	.
COc1ccc(CC(=O)OCC(=O)NNC(=O)c2ccccc2)cc1	1.7	11	i	-1.0	.	.	.	.	-3	-5
CCOc1ccc2[nH]c(=O)c(CN(Cc3nnnn3Cc3ccccc3)CC3CCCO3)cc2c1 (stereo unspecified)	.	0	i	-0.7	?	6	1	-1	-4	4
c1ccc2[nH]c(-c3cscn3)nc2c1	1.5	-4	i	0.1	0.6	2	-11	-4	5	-7
CCN1CCc2c(sc(NC(=O)c3ccc4ccccc4c3)c2C(N)=O)C1	-0.2	4	-0.3	-0.5	-2.7	-11	10	-5	5	.
O=C(COn1nnc2ccc(S(=O)(=O)N3CCOCC3)cc21)NCc1cccc(Cl)c1	-0.9	6	-0.8	.	0.5	.	.	-2	0	.
C[C@@H]1CN([C@@H](C)CO)C(=O)CCCn2nncc2CO[C@H]1CN(C)C(=O)Cc1ccccc1	0.0&0.5&0.4	-7	-1.1	.	-0.4	.	.	0	2	.
CNC(=O)/C(=C\c1ccc2c(c1)OCO2)NC(=O)c1ccc(Br)cc1	.	-6	-0.3	-0.5	0.4	-2	2	2	1	-2
COC(=O)c1sccc1NC(=O)CSc1ccccc1NS(=O)(=O)c1ccc(Cl)cc1	.	6	i	-0.1	0.0	1	23	2	27	-13
O=C(O)CCCNS(=O)(=O)c1cccs1	.	0	i	-0.1	0.0	-8	8	-4	3	-12&-4
CCc1nc2ccc(C(=O)N(CC)CCN(C)C)cn2c1N(C)Cc1nccs1	0.4	-1	-0.4	.	-0.1	.	.	-2	-4	.
OCCNC(=S)c1ccccc1	-0.4	-10	-0.3	-0.7	-0.6	2	1	-2	-5	0
O=C(Nc1cccc([N+](=O)[O-])c1)c1[nH]ncc1Cl	1.4	-2	-0.4	-0.7	-2.1	2	2	-2	-2	-1
COc1ccc(CNC(=O)CCn2c(=O)oc3ccccc32)cc1	.	5	-0.3	-0.5	0.4	0	6	-4	-4	-3
CSc1ccc(C2C(C(=O)c3ccco3)=C(O)C(=O)N2c2nnc(SC)s2)cc1 (stereo unspecified)	2.0	23	-0.2	-0.7	-4.5	3	17	-2	6	-7
CCOP(=O)(c1ccc(N(C)C)cc1)C(O)c1ccccc1OC (stereo unspecified)	.	1	i	-1.4	?	2	-1	-12	0	-15
CC12CNCC(C)(CN(C3(O)C(=O)Nc4ccc(Br)cc43)C1)C2=O (stereo unspecified)	1.1	-7	-0.3	-0.6	0.6	1	14	5	-18	1
C=CCn1c2ccccc2c2nnc(SCC(=O)Nc3c(C)n(C)n(-c4ccccc4)c3=O)nc21	.	0	8.3	-0.4	0.1	-5	15	1	10	-21
COc1cc(NC(=O)c2ccc3c(c2)OCCO3)ccc1NC(=O)c1cccs1	5.1	15	i	71*	1.0	0	14	5	-11	1

Brought forward from above: 4 compounds, then new ones.
SMILES	TcdB GH inh	CCHF vOTU inh	Vc quorum ag	PfHsp40 rescue	BoNT A protease	3CLpro inhibitor	VHR inh abs	Anthrax LF prot	Y pestis TopoI	SSB-PriA inh
CCOP(=O)(c1ccc(N(C)C)cc1)C(O)c1ccccc1OC (stereo unspecified)	.	1	i	-1.4	?	2	-1	-12	0	-15
CC12CNCC(C)(CN(C3(O)C(=O)Nc4ccc(Br)cc43)C1)C2=O (stereo unspecified)	1.1	-7	-0.3	-0.6	0.6	1	14	5	-18	1
C=CCn1c2ccccc2c2nnc(SCC(=O)Nc3c(C)n(C)n(-c4ccccc4)c3=O)nc21	.	0	8.3	-0.4	0.1	-5	15	1	10	-21
COc1cc(NC(=O)c2ccc3c(c2)OCCO3)ccc1NC(=O)c1cccs1	5.1	15	i	71*	1.0	0	14	5	-11	1
NC(=O)NCc1ccccc1F	0.4	-9	i	1.6	0.3	-3	17	-11	0	-7&-21
COC(=O)c1sccc1OCc1cccc(OC)c1	1.6	-5	-0.5	1.6	-0.4	0	18	2	0	-31
CCC(c1nnc(SCC(=O)NCC2CCCO2)n1Cc1ccccc1)N(C)C (stereo unspecified)	.	7	.	1.5	0.8	-4	.	4	1	-12
C[C@H](NCc1c[nH]c2ccccc12)c1ccccc1	1.2	-8	i	-1.1	-0.6	-1	2	-5	-1	14
CCCc1ccc2oc(C(=O)N3CCCC3)c(C)c2c1	-5.7	3	i	-0.5	-2.9	3	10	0	46	-30
CCOC(=O)[C@]12Cc3ccsc3[C@H]1N(Cc1ccccc1)C(=O)c1ccccc12	0.1	5	-11	2.2	-0.1	.	.	1	-3	-8
CC(=O)Nc1ccc2nc(NC(=O)COc3ccccc3Cl)sc2c1	2.4	-6	i	1.1	-0.9	2	18	1	-4	-4
CCn1c(SCC(=O)Nc2cccc(C)n2)nc2c1c(=O)n(C)c(=O)n2C	1.3	-4	i	-1.4	0.3	5	0	-1	10	-8
Cc1ccc(-n2nnnc2SCC(=O)c2c(N)n(C3CC3)c(=O)[nH]c2=O)cc1	1.2	3	0.2	0.3	-2.1	.	.	-7	4	9
Nc1c(C(=O)O)sc2nc(-c3ccccc3)cc(-c3ccc(F)cc3)c12	0.6	2	i	0.9	4.5	2	16	7	-10	-7
CC1=CC(c2ccccc2)n2nc(NC(=O)CCCC(=O)O)nc2N1 (stereo unspecified)	0.6	-63	i	-1.5	0.3	-1	-32	4	-4	-8
COc1ccc2c(c1)c(C)cc[n+]2Cc1ccccc1	0.5	-27	i	3.6	5.8	-4	-7	-2	4	8
CC(C)C(=O)Nc1c(-c2ccccc2Cl)c(=O)c2ccccc2n1C	9.2	5	-0.3	7.2	1.2	-5	19	-2	-2	-2
COc1ccc2nc(C)cc(C(=O)O)c2c1	.	-40	i	-0.9	-0.6	5	18	-2	-4	1
CC(C)n1c(N2CCN(C(=O)Nc3ccccc3)CC2)nc2ccccc21	.	-2	5.9	1.2	0.2	6	30	7	6	-4
O=C(CCN1C(=O)/C(=C/c2cccs2)SC1=S)Nc1ccc(C(=O)O)c(O)c1	0.5	32*	-0.3	2.3	-0.6	8	-9	0	-10	33
O=C(Cc1ccc([N+](=O)[O-])cc1)Nc1nnc(C2CC2)s1	.	-12	-0.2	-0.6	1.6	4	-1	3	-6	-3
CCC(C)c1ccc(NC(=O)COC(=O)c2nc3nccc(C)n3n2)cc1 (stereo unspecified)	1.4	0	-0.9	8.2	-0.1	0	9	-1	1	-4
COc1ccc(OCC(=O)NNC(=O)C(=O)Nc2cc(OC)ccc2OC)cc1	2.6	35*	-0.4	-0.6	0.2	5	4	1	-7	-13
O=C(Nc1ccc(Cl)cc1)C1Cc2c(-c3ccc4c(c3)OCO4)ccnc2O1 (stereo unspecified)	-1.4	5	-1.2	.	-0.1	.	.	-4	15	.
CC(C)N(Cc1nc2ccccc2c(=O)[nH]1)C(=O)c1ccc(NC(=O)CSc2nnnn2C)cc1	0.9	1	-0.4	-0.6	-0.2	.	.	-5	15	-15
CCOC(=O)c1ccc(NC(=O)c2nc[nH]c2C(=O)N(CC)CC)cc1	1.1	-7	-0.6	5.5	-0.7	.	7	-6	5	-14
O=C(CN1CCc2ccccc2C1)NCC(=O)Nc1ccc(F)cc1	1.7	0	0.7	-0.3	-0.6	0	-5	-2	-1	-12
